# High-throughput results from PubChem BioAssay.
# Integrin act MD – activators of alpha7 integrin expression for muscular dystrophy | alpha7betagal myoblasts, beta-gal FDG fluorescence, 48 h | Potency, µM (doses to about 38.3 µM), for the others: top-dose activation, most hits filed as activators | 0.064% of 350,000 active;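 further: potency means the concentration at half of the fitted maximal effect; 100% = response of the positive control SU9516; nearly all actives have a fitted effect of over 60% in size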
#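 alpha7betagal+/- myoblasts (passage 13, 250/well) treated 48 h at 37C with compounds at 1:260 dilution of DMSO stock. Lysed, then beta-galactosidase activity read as FDG fluorescence (ex 480/em 540) after 30 min, with pre-read for autofluorescence.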
# FBPA coupling cs – coupling enzyme interference in Giardia aldolase counter-screen; coupling enzyme system counterscreen, AmpLite Red fluorescence; activity change, negative = inhibition, % at 58.2 µM, hits read low; 0.67% of 290,000 active; in the data active means activity change below about -30%; further: on the % scale 0 is the no-effect control and ±100 the full control effect
#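 Compounds tested against the coupling enzymes alone at 57.5 uM final; readout was AmpLite Red fluorescence (525/598 nm) after 20 min at RT.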
# GALK inh – galactokinase (human) inhibition | Purified GALK, Kinase-Glo residual ATP luminescence | 0.007% of 270,000 active | P51570 | AID 1868 | Potency, µM (doses to about 57.5 µM), for inactives: at the top dose activity change, negative = inhibition, hits mostly inhibitors; further: potency means the concentration at half of the fitted maximal effect; on the % scale 0 is the no-effect control and ±100 the full control effect
# Target sequence (P51570 whole entry, looked up): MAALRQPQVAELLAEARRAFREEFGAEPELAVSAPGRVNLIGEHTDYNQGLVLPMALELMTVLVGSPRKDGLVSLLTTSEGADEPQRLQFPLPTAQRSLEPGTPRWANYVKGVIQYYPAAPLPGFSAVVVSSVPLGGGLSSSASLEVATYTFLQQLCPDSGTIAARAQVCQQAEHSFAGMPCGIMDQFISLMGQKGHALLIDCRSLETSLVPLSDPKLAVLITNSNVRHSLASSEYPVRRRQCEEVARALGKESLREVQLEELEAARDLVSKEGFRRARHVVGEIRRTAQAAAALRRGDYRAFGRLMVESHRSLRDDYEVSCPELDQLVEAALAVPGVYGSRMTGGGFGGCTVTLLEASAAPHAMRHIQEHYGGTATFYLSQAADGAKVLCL
#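 5 nM enzyme, 35 uM ATP, 100 uM galactose, 20 mM HEPES pH8.0, 5 mM MgCl2; 1 h RT; residual ATP by Kinase-Glo Plus luminescence, qHTS format.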
# CXXC DNA block – inhibitors of human MLL CXXC domain-DNA interaction; Q03164; MLL-CXXC / FITC-HOXA9 DNA fluorescence polarization; Potency, µM (titrated, usually from 115 µM), for inactives: at the top dose activity change, negative = inhibition, usual class: inhibitors; 0.037% of 290,000 active; AID 2662; active means well fitted inhibition curve with a large enough effect in the polarisation, with a control signal flat, not every such curve was filed as active; inconclusive means small, poorly fitted or top-dose-only effect, or effect the other way, or a change in a side signal; inactive means no such curve, though single readings can be large or run the other way; the % refers to the polarisation; further: potency means the concentration at half of the fitted maximal effect
#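 Steps: dispense CXXC domain solution (7 uM) → pin compounds or unlabeled HOX-A9 DNA control → 5 min ambient → add FLSN-HOX-A9 solution (50 nM) → spin → 30 min ambient → fluorescence polarization. Tris pH 7.5/NaCl/DTT/BSA buffer.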
# KCNH2 3.1 block – blocks the human KCNH2 3.1 channel isoform; U2OS KCNH2 3.1, thallium flux FluxOr; active compounds read low; activity change, % (tested at about 1.8 µM); 0.95% of 340,000 active;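 active means maximum activity change below -70%; inconclusive means maximum activity change from -70% to -50%; inactive means maximum activity change above -50%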;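 further: thallium influx rate constant from kinetic fluorescence after stimulation buffer; on the % scale 0 is the no-effect control and ±100 the full control effect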
#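 Virally transduced U2OS (3.1 isoform, 4 h infection in dark at RT) → overnight 37 C → FluxOr + Red40 in HBSS/HEPES, 45 min → stimulation buffer, 2 min kinetic read → rate constant vs DMSO controls.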
# MBNL1-CUG inh – MBNL1-poly(CUG) RNA binding inhibition | Q9NR56 | TR-FRET MBNL1-His/biotin-(CUG)12 binding, 665/545 ratio | Potency, µM (titrated, usually from 57.5 µM), inactives show at the highest dose activity change, negative = inhibition, usual class: inhibitors | 0.036% of 280,000 active; active means well fitted inhibition curve with a large enough effect in the signal ratio, with a control signal flat, not every such curve was filed as active; inconclusive means small, poorly fitted or top-dose-only effect, or effect the other way, or a change in a side signal; inactive means no such curve, though single readings can be large or run the other way; the % refers to the signal ratio; further: potency means the concentration at half of the fitted maximal effect; on the % scale 0 is the no-effect control and ±100 the full control effect
#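 Compound titration spanned 92 nM–58 uM against the MBNL1-His/biotin-(CUG)12 complex. After 60 min at room temperature with 5 nM streptavidin-XL665 and 0.055 ng/ul terbium anti-His, ratiometric 665/545 nm emission (Ex 340 nm) normalized to controls.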
# TRPV1 agonist – human TRPV1 agonism. activation, % at 8.33 µM. Q8NER1. 0.19% of 320,000 active. TRPV1-expressing cells, Fluo-8 calcium influx, agonist mode; in the data active means activation above about 80%; inconclusive means between about 30% and that limit; further: 0% is about no effect
#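 Fluo-8 calcium influx in TRPV1-expressing cells, kinetic read (ex 480/em 520 nm). Compound added and read 3 min for agonist activity, followed by capsaicin at EC20 final and 2 min further read for enhancement.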
# ASM inhibitor – blocks human secretory acid sphingomyelinase | Potency, µM (series often up to 57.5 µM), inactives show top-dose activity change, negative = inhibition, most hits filed as inhibitors | AID 504937 | 0.006% of 340,000 active | P17405 | placental ASM, HMU-PC fluorogenic substrate, 60 min; further: potency means the concentration at half of the fitted maximal effect
# Target sequence (P17405 47-631 limits assumed): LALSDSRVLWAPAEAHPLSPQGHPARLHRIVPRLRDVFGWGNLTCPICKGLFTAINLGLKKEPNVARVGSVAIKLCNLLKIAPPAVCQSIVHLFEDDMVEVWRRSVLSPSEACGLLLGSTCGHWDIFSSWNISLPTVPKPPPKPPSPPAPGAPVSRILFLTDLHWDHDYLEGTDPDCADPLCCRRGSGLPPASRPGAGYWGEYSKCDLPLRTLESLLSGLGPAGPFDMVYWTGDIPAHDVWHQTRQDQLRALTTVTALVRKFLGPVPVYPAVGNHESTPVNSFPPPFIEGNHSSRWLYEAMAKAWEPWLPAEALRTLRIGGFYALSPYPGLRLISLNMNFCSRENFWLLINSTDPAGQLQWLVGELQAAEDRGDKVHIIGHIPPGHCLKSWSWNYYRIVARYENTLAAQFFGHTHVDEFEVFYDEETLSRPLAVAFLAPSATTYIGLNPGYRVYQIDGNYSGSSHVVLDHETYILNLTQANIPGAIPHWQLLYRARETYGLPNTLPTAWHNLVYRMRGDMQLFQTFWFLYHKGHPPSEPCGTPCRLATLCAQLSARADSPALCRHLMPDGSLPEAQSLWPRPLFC
#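 Fluorescence read-out (Ex 386 nm, Em 447 nm) after stopping the reaction at pH 10. Enzyme: ASM from human placenta; substrate HMU-PC0, 9 uM final; 60 min, 37 °C. Compound preincubation 10 min, ambient temperature.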
# AT treatment – potential ataxia-telangiectasia treatment | Potency, µM (series often up to 57.5 µM), for inactives: at the top dose activation, usual class: activators | […] A-T fibroblasts, KAP-1 phosphorylation AlphaLISA; neocarzinostatin DNA damage 30 min before lysis | 0.19% of 320,000 active; further: potency means the concentration at half of the fitted maximal effect; % of control where 0% means no effect; nearly all actives have a fitted effect of over 45% in size
#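 hTERT-immortalized A-T patient fibroblasts ([…]), 500 cells/well in OPTI-MEM, 1% FBS, got compounds for 60 min, then NCS for 30 min at 37C. Lysates were then assayed for phospho-KAP-1 by AlphaLISA (anti-pKAP1 donor, anti-KAP1 acceptor beads), 6 hr at 25C.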
# hERG WT inh – KCNH2 (human, wildtype) channel inhibition; U2OS, BacMam KCNH2, thallium flux FluxOr; active compounds read low; activity change, % at 1.84 µM; Q12809; 0.37% of 340,000 active;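 active means maximum activity change below -70%; inconclusive means maximum activity change between -70% and -50%; inactive means maximum activity change above -50%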; further: on the % scale 0 is the no-effect control and ±100 the full control effect
#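 U2OS cells transduced with wild-type KCNH2 virus are loaded with FluxOr dye for 45 min, and thallium flux is measured in kinetic reads before and after stimulation buffer. Rate constants are normalized to DMSO controls.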
# Active calls of the source: *; ? = inconclusive; · = not tested or not shown; [ ] = remark or other dose. Unless noted, the call rests on the fitted dose curve; in most records, active means well fitted curve in the direction sought with a large enough effect; inconclusive means small, poorly fitted or top-dose-only effect, or another doubt; inactive means no such curve, though single readings can be large; an effect the other way counts as inactive or inconclusive. Compounds were not picked by outcome; any-hit rate near 2%.
SMILES,Integrin act MD,FBPA coupling cs,GALK inh,CXXC DNA block,KCNH2 3.1 block,MBNL1-CUG inh,TRPV1 agonist,ASM inhibitor,AT treatment,hERG WT inh
c1ccc(-c2ccccc2-n2cnnn2)cc1,6%,-2,3%,-5%,-3,2%,-2,4%,-4%,2
CCN(CC)S(=O)(=O)c1cccc(C(=O)NC2CCCCC2)c1,2%,3,-3%,-5%,3,-4%,2,-2%,-8%,-4
CC1CCN(c2ccc(C=O)o2)CC1,0%,1,0%,9%,-196*,?,-4,-1%,-3%,·
O=C1COc2ccc(N3C(=O)c4ccccc4C3=O)cc2N1,·,1,-3%,3%,·,4%,-4,·,1%,·
COC(=O)c1c(NC(=O)c2ccco2)sc2c1C(C(=O)OC)CC2 (stereo not drawn),36%,-1,-2%,1%,11,55%[activator],4,61%[activator],0%,-5
C=CCOCCN(CC)CC,2%,-4,-2%,-6%,3,-9%,1,0%,-6%,-8
Cc1ccnc(NC(=O)C2COc3ccccc3O2)c1 (stereo not drawn),4%,-4,0%,2%,12,·,?,-5%,-9%,-1
COc1cccc(NC(=O)n2ncc3c(C)cccc32)c1,19%,-8,15%,-1%,-13,-9%,14,-1%,-9%,-9
C=CCSc1nc(NC)c2sccc2n1,8%,3,2%,-3%,-8,9%,2,-1%,6%,2
CCC(CC)C(=O)Nc1cc(C)c2c(=O)oc3ccccc3c2n1,-27%,0,2%,-4%,-14,-12%,·,-6%,20%,0
O=C(CC1CCCC1)N1CCN(S(=O)(=O)c2ccccc2)CC1,?,·,·,·,-2,·,5,1%,9%,-22
O=C(Cc1cccs1)Nc1nnc(SCc2cccc3ccccc23)s1,6%,-1,-3%,9%,-7,2%,-2,-8%,4%,-1
Cc1cccc(Sc2nc(-c3ccccc3)ccc2C#N)c1,?,0,-4%,8%,15,3%,6,?,-1%,17
Cc1ccc(NC(=S)N2CCN(S(=O)(=O)c3ccccc3)CC2)cc1C,-28%,·,0%,-4%,-5,-1%,?,-3%,10%,-6
CC1(C)CC(=O)C=C(C(=O)N2CCCC(C(=O)c3cccc(Cl)c3)C2)O1 (stereo not drawn),23%,0,-2%,-14%,5,-10%,7,4%,-1%,-5
S=C1NC2CCCCC2N1 (stereo not drawn),1%,0,1%,7%,12,1%,-1,3%,2%,0
CCC(C(=O)NC1CCCC1)N(C(=O)Cn1nnc(-c2ccc(C)o2)n1)c1cccc(O)c1 (stereo not drawn),11%,0,15%,17%,9,1%,6,0%,-2%,-8
CCOCCn1c(=NC(=O)c2ccc(S(=O)(=O)N3CCOCC3)cc2)sc2cc(S(N)(=O)=O)ccc21,-48%[inhibitor],0,6%,9%,-11,27%,0,2%,-4%,-17
CCOc1ccc(S(=O)(=O)N2CCN(C(=S)NCc3ccccc3)CC2)cc1,20%,1,·,3%,-16,-6%,0,-1%,0%,-13
O=C(CN1CCN(Cc2ccccc2)CC1)N/N=C/c1ccc(Br)s1,-30%,0,1%,3%,-34,·,-4,-4%,5%,12
Cc1cccc(OCC(=O)NC(Cc2c[nH]c3ccccc23)C(=O)O)c1C (stereo not drawn),3%,0,1%,1%,12,-2%,3,2%,-2%,2
Cc1ccc(C(=O)C(OC(=O)CCC(=O)Nc2cccc(C)c2)c2ccccc2)cc1 (stereo not drawn),19%,0,3%,-6%,6,-2%,19,-8%,0%,-13
COCCN(C(=O)CSc1nnc(-c2ccncc2)n1C)c1c(N)n(CC(C)C)c(=O)[nH]c1=O,16%,·,·,·,4,·,·,1%,·,-1
COc1ccc(-c2nnn(CCc3nn[nH]n3)n2)cc1,10%,·,·,·,7,·,·,3%,·,-29
COC(=O)[C@]1(Cc2ccccc2)N[C@H](CN(C)C(=O)c2ccccc2)[C@@H]2C(=O)N(C)C(=O)[C@@H]21,-4%,·,·,·,3,·,·,0%,-2%,-1
COc1cccc(NC(=O)CN(C)CC(=O)Nc2cccc(C(F)(F)F)c2)c1,-5%,2,10%,3%,-18,0%,17,-3%,-7%,1
CC(NCCCOc1cccc2ccccc12)c1ccccc1 (stereo not drawn),-62%[inhibitor],0,-1%,?,2,6%,3,-3%,5%,-12
OCCn1c(SC2CCCCC2)nc2ccccc21,-19%,-5,0%,5%,3,-4%,6,7%,0%,-6
COc1cccc(-n2c(=O)c3c(C)c(C(=O)N(C)C)sc3n(CC(=O)NCC3CCCO3)c2=O)c1 (stereo not drawn),-1%,0,-2%,14%,19,-10%,-2,1%,-5%,0
C=CCSc1n[nH]c(-c2ccc(OCCC)cc2)n1,10%[7.66 µM],-1,-4%,-1%,32,-10%,9,-1%,-4%,·
COc1cccc(OC)c1C(=O)Nc1nnc(C(C)C)s1,-10%,1,0%,-4%,-7,-5%,3,2%,-3%,-15
CCCN1Cc2cccc(C(=O)Nc3ccc(S(=O)(=O)N4CCCCCC4)cc3)c2C1=O,27%,1,-4%,-9%,-5,-2%,0,-1%,4%,-10
Cc1ccc(-n2cc3c(-c4cccc(Br)c4)nnc(C)c3n2)cc1,18%,4,1%,3%,1,4%,16,-13%,11%,0
COc1ccc(OC)c(NC(=S)NCC(c2cccnc2)N2CCOCC2)c1 (stereo not drawn),-3%,2,1%,5%,-24,0%,-2,8%,-2%,3
COc1cc(C(=O)NNC(=O)COc2cccc(F)c2)ccc1OCC(=O)N1CCOCC1,-11%,·,·,·,-20,·,0,8%,5%,-11
COC(=O)Cc1c(C)c2ccc(OC3CCCCC3=O)cc2oc1=O (stereo not drawn),-28%,-3,-2%,-6%,-4,2%,2,9%,6%,20
COc1ccc(Nc2ncccc2C(=O)O)cc1,12%,10,-1%,1%,?,-8%,-2,3%,0%,-9
CSCCC(NC(=O)c1ccc(Cl)cc1Cl)C(=O)N(C)Cc1nc2ccccc2c(=O)[nH]1 (stereo not drawn),-43%,·,·,·,-43,·,-1,-1%,-6%,-5
O=C(CSc1n[nH]c(=O)[nH]c1=O)c1ccccc1[N+](=O)[O-],23%,-1,·,-5%,-2,?,3,-2%,-8%,7
O=C(Nc1ccccc1C(=O)Nc1ccncc1)c1ccccc1,-3%,0,0%,12%,17,43%[activator],?,2%,3%,10
COc1ccccc1N1CCN(CCCn2c(=S)[nH]c3ccccc3c2=O)CC1,-37%,2,1%,3%,-28,?,19,-1%,-7%,39
COc1ccc(S(=O)(=O)Nc2ccc3c(c2)C(=O)N([C@H](C)CO)C[C@H](C)[C@@H](CN(C)C(=O)Nc2c(C)noc2C)O3)cc1,10%,·,·,·,-5,·,·,0%,0%,3
CCOc1ccc(Nc2cc(=O)[nH]c(=O)[nH]2)cc1,-37%,-1,-1%,-15%,-4,-2%,0,-2%,6%,-12
O=C(CCNc1cccc(F)c1)c1cccc([N+](=O)[O-])c1,-27%,-3,-1%,0%,-10,?,9,-2%,-1%,4
CC1(CCc2ccccc2)NC(=O)N(CC(=O)N2CCCCCC2)C1=O (stereo not drawn),-9%,·,·,·,20,·,3,2%,11%,7
CNC(=O)/C(=N\O)c1ccccc1,·,3,3%,6%,·,1%,-3,·,6%,·
Cc1ccc(NC(=O)c2c(Cl)n(C)c3ccccc23)cc1,-14%,-2,-2%,12%,-2,-8%,20,-14%,6%,-1
Cn1c2c(c(=O)n(C)c1=O)C(NC(=O)c1ccco1)(C(F)(F)F)C(=O)N2 (stereo not drawn),18%,2,-2%,3%,-16,-5%,-7,-1%,2%,-3

# 3 entries already listed, ordered by SMILES length, descending.
SMILES,Integrin act MD,FBPA coupling cs,GALK inh,CXXC DNA block,KCNH2 3.1 block,MBNL1-CUG inh,TRPV1 agonist,ASM inhibitor,AT treatment,hERG WT inh
O=C(Cc1cccs1)Nc1nnc(SCc2cccc3ccccc23)s1,6%,-1,-3%,9%,-7,2%,-2,-8%,4%,-1
C=CCSc1nc(NC)c2sccc2n1,8%,3,2%,-3%,-8,9%,2,-1%,6%,2
C=CCOCCN(CC)CC,2%,-4,-2%,-6%,3,-9%,1,0%,-6%,-8

# Remaining list, next part
SMILES,Integrin act MD,FBPA coupling cs,GALK inh,CXXC DNA block,KCNH2 3.1 block,MBNL1-CUG inh,TRPV1 agonist,ASM inhibitor,AT treatment,hERG WT inh
Cc1cccc(C)c1NC(=S)Nc1ccc(F)cc1,-11%,2,13%,-2%,-2,-5%,3,1%,-1%,-4
Cc1cc(NC(=O)c2sccc2C)n(-c2cccc(Cl)c2)n1,14%,-2,3%,-3%,1,-5%,6,-3%,6%,-22
CCOC(=O)c1cnc2ccc(C(=O)OC)cc2c1NCCCN1CCOCC1,4%,-5,3%,-20%,-10,-4%,3,17%,6%,8
COc1ccc(NC(=O)CC2SC(=NCC3CCCO3)NC2=O)c([N+](=O)[O-])c1 (stereo not drawn),0%,-3,0%,-11%,16,?,1,-1%,1%,·
C[C@@H]1COC(=O)[C@@H](CC(=O)OC(C)(C)C)C/C=C\C[C@H](CC(=O)N(CCO)Cc2ccccc2)C(=O)N1,21%,·,·,·,-9,·,·,2%,10%,10
